cln2 rad14 – NCI yeast anticancer drug screen, S. cerevisiae cln2 rad14 strain; growth inhibition, % at 50 µM; 78,000 tested, 8.3% active; AID 165, 2004;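 also: 0% = growth of vehicle-only cultures of the same strain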
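Compounds are applied to the cln2 rad14 yeast strain, and growth is then compared with that of vehicle-treated cultures to give inhibition.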
bub3 – NCI yeast anticancer drug screen, S. cerevisiae bub3 mutant strain; 78,000 tested, 9.9% active; % growth inhibition at 50 µM;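 also: 0% = growth of vehicle-only cultures of the same strain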
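Mutant yeast screening strain plus compound; vehicle-treated cultures serve as the 0% inhibition reference.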
yeast rad50 – NCI yeast anticancer drug screen, S. cerevisiae rad50 strain; growth inhibition, % at 50 µM; 79,000 tested, 10% active; AID 155, 2004;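 also: 0% = growth of vehicle-only cultures of the same strain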
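Cells are treated with compound, grown, and their growth is then scored against vehicle-only cultures of the same repair-deficient yeast strain.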
yeast mec2-1 – NCI yeast anticancer drug screen, S. cerevisiae mec2-1 strain | 79,000 tested, 9% active | growth inhibition, % at 50 µM;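 also: 0% = growth of vehicle-only cultures of the same strain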
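Compounds were applied to mec2-1 yeast cells. Their growth was then compared with that of vehicle-treated cultures to give growth inhibition.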
mlh1 rad18 – NCI yeast anticancer drug screen, S. cerevisiae mlh1 rad18 strain; AID 175, 2004; 79,000 tested, 11% active; growth inhibition, % at 50 µM;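 also: 0% = growth of vehicle-only cultures of the same strain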
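Vehicle-treated cultures served as the reference for growth inhibition in a yeast strain carrying DNA damage repair alterations exposed to each compound.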
yeast sgs1 mgt1 – NCI yeast anticancer drug screen, S. cerevisiae sgs1 mgt1 strain; 78,000 tested, 10% active; % growth inhibition at 50 µM;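 also: 0% = growth of vehicle-only cultures of the same strain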
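Percent growth inhibition was derived by comparing compound-exposed mutant yeast with vehicle-exposed cultures. The strain carries alterations in DNA damage repair.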
Numbers without * were called inactive; . = not tested or not shown; & = joins results of further samples. Rule as the data show it: active = growth inhibition above about 70%; inactive = the rest.

Sample of the layout (five entries):
SMILES	cln2 rad14	bub3	yeast rad50	yeast mec2-1	mlh1 rad18	yeast sgs1 mgt1
NC(=S)N/N=C\c1nccc2ccc(N)cc12	-47	-6	36	-1	5	3
Cc1cc(O)c(C)c(C)c1C	2	-10	-1	-7	12	4
Cc1cc(CC(O)(C(F)(F)F)C(F)(F)F)cc(CC(O)(C(F)(F)F)C(F)(F)F)n1	98*	99*	99*	98*	99*	98*
CCOC(=O)/C(C(=O)c1ccccc1)=C(\OC(=O)c1ccccc1)c1ccccc1	16	10	0	27	13	3
CC(C)CC(C)(CC(C)C)C(=O)O	-2	-1	10	-8	12	8

This part in full, from the start:
SMILES	cln2 rad14	bub3	yeast rad50	yeast mec2-1	mlh1 rad18	yeast sgs1 mgt1
NC(=S)N/N=C\c1nccc2ccc(N)cc12	-47	-6	36	-1	5	3
Cc1cc(O)c(C)c(C)c1C	2	-10	-1	-7	12	4
Cc1cc(CC(O)(C(F)(F)F)C(F)(F)F)cc(CC(O)(C(F)(F)F)C(F)(F)F)n1	98*	99*	99*	98*	99*	98*
CCOC(=O)/C(C(=O)c1ccccc1)=C(\OC(=O)c1ccccc1)c1ccccc1	16	10	0	27	13	3
CC(C)CC(C)(CC(C)C)C(=O)O	-2	-1	10	-8	12	8
Cc1cc(C)c2ccc(NC(=O)CCC(=O)O)nc2n1	11	-27	-15	-32	-13	7
C=C1NC(=O)C(N)=C1C(C)=O	-16	10	-12	18	2	-2
CC1CCc2c(c(CC3CC(=O)NC(=O)C3)nn2-c2ccccc2)C1 (centres undefined)	-19	-4	-5	0	-4	8
COC(=O)NC(Cc1ccccc1)NC(C)=O (centres undefined)	25	-5	4	-35	-8	-19
O=C(Cc1ccccc1)c1ccc(O)c(F)c1	72*	82*	87*	77*	84*	80*

Record cards, as listed above.
`O=C(Cc1ccccc1)c1ccc(O)c(F)c1` is listed with cln2 rad14: 72*; bub3: 82*; yeast rad50: 87*; yeast mec2-1: 77*; mlh1 rad18: 84*; yeast sgs1 mgt1: 80*
`CC(C)CC(C)(CC(C)C)C(=O)O` is listed with cln2 rad14: -2; bub3: -1; yeast rad50: 10; yeast mec2-1: -8; mlh1 rad18: 12; yeast sgs1 mgt1: 8
`Cc1cc(C)c2ccc(NC(=O)CCC(=O)O)nc2n1` is listed with cln2 rad14: 11; bub3: -27; yeast rad50: -15; yeast mec2-1: -32; mlh1 rad18: -13; yeast sgs1 mgt1: 7

Remaining list, next part
SMILES	cln2 rad14	bub3	yeast rad50	yeast mec2-1	mlh1 rad18	yeast sgs1 mgt1
N#CCc1cn(-c2ccccc2)nn1	5	0	-8	8	-25	-10
O=C(O)CCc1c[nH]c2ccccc12	-55	-8	10	1	18	32
NNC(=O)c1cccc2c1Oc1ccccc1S2	-64	-12	22	-13	25	11
CCCCOC(=O)NC(=O)c1cn(CCCOC(=O)CCCCCCCCC(=O)OCCCn2cc(C(=O)NC(=O)OCCCC)c(=O)[nH]c2=O)c(=O)[nH]c1=O	5	-6	-23	-28	-36	-33
COC1=C(OCc2ccccc2)C(=O)OC1C(O)CO (centres undefined)	-1	-8	-3	11	-12	0
C1COC(C2=NCCO2)=N1	-42	6	-12	3	0	-14
Cc1c[n+](=O)c2ccccc2n1[O-]	71*	-11	3	-17	0	-20
Cc1cc(N=Cc2c(CO)cnc(C)c2O)c(N=Cc2c(CO)cnc(C)c2O)cc1C.[Zn]	-3	-2	6	-8	1	6
O=C(O)CCS(=O)(=O)CCC(=O)O	-30	9	-8	1	23	-21
CC1CCC(N=C2OCCN2N=O)CC1 (centres undefined)	-48	-17	30	-6	8	9
CC(O)C1OC(n2cnc3c(=O)[nH]cnc32)C(O)C1O (centres undefined)	-1	-7	-9	-25	-23	-1
O=C(COc1ccc(Cl)cc1)Nc1ccccc1F	-12	9	1	-4	24	-17
CC(C)Cc1ccc(C(=O)O)c(=O)[nH]1	11	0	24	17	19	16
COc1ccc(Br)c2c1C(=O)CC2	28	5	44	23	33	29
CC(=O)Nc1ccc([N+](=O)[O-])cc1Cl	-3	5	28	17	26	17
O=C1OC(CCl)CN1/N=C/c1ccc([N+](=O)[O-])o1 (centres undefined)	47	10	22	44	88*	72*
Cc1ccc(C(=O)c2ccccc2C(=O)O)cc1C(=O)O	3	10	9	11	-7	1
CCC12C=CCN3CC[C@@]4(c5cc([C@@]6(C(=O)OC)C[C@@H]7CN(CCc8c6[nH]c6ccccc86)C[C@](O)(CC)C7)c(OC)cc5N(C)[C@H]4[C@@](O)(C(=O)NCCCCCCCCCCCC(=O)O)[C@@H]1O)C32 (some centres undefined)	5	25	19	20	-18	22
COCC1(c2ccccc2)NC(=O)N(C)C1=O (centres undefined)	-9	-7	-3	-2	-2	-1
CCC(C(=O)O)c1ccc([N+](=O)[O-])cc1 (centres undefined)	5	-7	18	19	-8	13
Cc1ccc(S(=O)(=O)CC2(Br)Cc3ccccc3C2=O)cc1 (centres undefined)	98*	99*	97*	99*	98*	99*
O=c1[nH]nc(-c2ccccc2)c2c(/C=C/c3ccccc3)onc12	-12	-2	6	4	6	9
OCCN1CCOCC1	25	7	32	-2	27	1
OCC(O)C(OC1OC(CO)C(O)C(O)C1O)c1nn(-c2ccc(F)cc2)c2nc3cc(Cl)c(Cl)cc3cc12 (centres undefined)	30	6	14	-10	-2	-27
CN(C)c1ccc(CNC(C(=O)c2ccccc2)c2ccccc2)cc1 (centres undefined)	-17	8	-31	-5	-21	-16
CCOC(=O)c1c(C)cc(=O)oc1C	-11&-31	-2&2	4&-9	-2&8	9&-12	-3&-5
O=C(Oc1ccc([N+](=O)[O-])cc1)C(CSC(c1ccccc1)(c1ccccc1)c1ccccc1)NC(c1ccccc1)(c1ccccc1)c1ccccc1 (centres undefined)	-20	-4	-3	21	24	6
O=C(CCc1ccc(O)c(O)c1)NCCc1cc(OCc2ccccc2)cc(OCc2ccccc2)c1	88*	82*	84*	88*	73*	83*
CC(=O)Nc1ccc(O)c(CN2CCN(c3ccccc3)CC2)c1	47	12	33	16	20	18
COC1(OC)OC(c2ccccc2)=C(c2ccccc2)C(C#N)(C#N)C1(OC)OC	2	-6	32	0	23	8
COC(=O)C(C(=O)C(=O)Nc1ccc([N+](=O)[O-])cc1)c1nc2ccc([N+](=O)[O-])cc2[nH]c1=O (centres undefined)	-41	-1	9	-3	9	-32
CCCCCCCCn1cnc2c(=O)[nH]c(N)nc21	0	-4	-3	0	-5	-8
COc1cc2c(cc1OC)C(=O)N(c1ccc(O)cc1)C2	7	48	-3	-4	18	2
O=S1(=O)C(c2ccc(F)cc2)=C(O)c2cc3ccccc3nc21	21	-9	29	31	23	27
Cc1nc2ccccc2cc1CCl	70*	33	83*	60	70	64
c1ccc(COc2ccc3cc[nH]c3c2)cc1	4	-18	8	-3	-4	-7
Cc1cccc(NC(=O)C(C)C)c1	-2	-44	24	19	-33	12
CCOC(=O)COc1cc(C)c2ccc(=O)oc2c1	8	6	4	-1	29	11
NC(=O)N/N=C1\CCc2ccccc2C1	22	-42	13	-12	-3	-26
COc1cc2oc(=O)ccc2cc1C1OC(=O)C2OC21C (centres undefined)	12	-6	-1	-3	-5	-11
Cc1ccc2oc(C)[n+](CCC(=O)O)c2c1	.	.	16	6	42	.
CC(C)OC(=O)C(NC(=O)C(CC(=O)OCc1ccccc1)NC(=O)OCc1ccccc1)NC(=O)C1C(C)(C)CCC1(C)C (centres undefined)	-7	12	-7	-7	-22	-12
CCCOC1N(c2ccc(C)cc2)NC(=O)C1(C)C (centres undefined)	.	.	83*	57	68	.
O=C(c1ccccc1)c1cccnc1	-25	-45	-11	-18	-35	-17
COc1cc(CC2C(=O)OCC2C2(c3ccc4c(c3)OCO4)SCCCS2)cc(OC)c1OC (centres undefined)	28	3	10	8	27	0
CC(=O)Oc1c(C)cc(-c2cc(C)c(OC(C)=O)c(C)c2)cc1C	28	9	0	-23	0	4
COc1ccc(C2(C)c3ccccc3C(=O)C(C)(C)C2(C)CC(=O)O)cc1 (centres undefined)	-10	5	-1	6	5	-2
CCCC(C)OC(=O)CC(c1ccccc1)N1CCCCC1 (centres undefined)	-24	40	42	-10	26	23
Cc1cc(C2c3ccccc3-c3ccccc32)cc(C)c1O	97*	97*	98*	99*	99*	99*
Cc1c(C)c(F)c(C)c(C(Cl)(Cl)Cl)c1C	11	-3	4	16	-2	0

Next part
SMILES	cln2 rad14	bub3	yeast rad50	yeast mec2-1	mlh1 rad18	yeast sgs1 mgt1
c1ccc(C2=NOC3C4CCC(C4)C23)cc1 (centres undefined)	-21	-9	-38	-20	-20	-28
N/N=C(\CC1OC(=O)c2ccccc21)c1ccco1 (centres undefined)	13	-6	1	10	-10	-12
COC(=O)c1cccc2c1C(=O)c1ccccc1-2	71*	-11	23	-10	2	-6
O=C(c1ccc(Cl)c(Cl)c1)n1c2ccccc2c2ccccc21	4	-4	-1	-48	2	-12
CC1COCCCCCC(=O)C1 (centres undefined)	-10	7	-2	-8	5	-10
COc1ccc2c(c1)CCCN2CCCCCCCN1CCCCC1	90*	83*	72*	45	63	77*
CCOC(=O)CCC(C(=O)OCC)N1C(=O)c2ccccc2C1=O (centres undefined)	12	24	1	7	-2	8
CSc1nc(C)cc(=O)n1C1OC(COC(C)=O)C(OC(C)=O)C(OC(C)=O)C1OC(C)=O (centres undefined)	17	-31	21	-14	33	-7
O=C(OC1C#CCSCC#C/C=C\1)c1ccc2c(c1)C(=O)c1ccccc1C2=O (centres undefined)	-37	-17	0	-34	-62	-53
Nc1ccc(S(=O)(=O)NC(=O)NCc2ccccc2)cc1	-33	-11	1	-5	-10	4

In another format: 2 of the compounds above.
compound | cln2 rad14 | bub3 | yeast rad50 | yeast mec2-1 | mlh1 rad18 | yeast sgs1 mgt1
COc1ccc2c(c1)CCCN2CCCCCCCN1CCCCC1 | 90* | 83* | 72* | 45 | 63 | 77*
O=C(c1ccc(Cl)c(Cl)c1)n1c2ccccc2c2ccccc21 | 4 | -4 | -1 | -48 | 2 | -12

Additional entries.
SMILES	cln2 rad14	bub3	yeast rad50	yeast mec2-1	mlh1 rad18	yeast sgs1 mgt1
Cc1cccc(NC(=O)c2c(Br)c(Br)c(Br)c(Br)c2C(=O)O)c1C	3	5	27	-18	-4	13
COC(=O)C(CC=C(C)C)C(C)=O (centres undefined)	4	-10	-11	-6	-9	-1
CCCCc1c(O)c(N=NC(=O)C[N+](C)(C)C)c2ccccc2c1O	12	1	32	40	37	23
Clc1ccc(-c2nnn3ccccc23)cc1	29	92*	95*	94*	94*	96*
CCOCC(OCC)OCC	23	-5	-4	0	7	-3
CC(=O)OCC1OC(n2cc(F)c(=O)[nH]c2=O)C(NC(=O)N(CCCl)N=O)C(OC(C)=O)C1OC(C)=O (centres undefined)	11	1	2	-14	-6	13
COC1(OC)C(c2ccc([N+](=O)[O-])cc2)C(C#N)(C#N)C1(OC)OC (centres undefined)	-39	3	-1	-2	-2	-3
CN(C)CCn1cnc2ncccc2c1=O	1	-7	12	-15	23	5
O=S(O)OS(=O)O	0	19	-6	-19	-13	-16
O/N=C1/C(=C/c2ccc3c(c2)OCO3)CCCC1C(NO)c1ccc2c(c1)OCO2 (centres undefined)	-7	38	82*	90*	97*	97*
CC(C)(C)[Si](C)(C)OCC1OC(n2cnc3c(N)ncnc32)C2OC(=S)OC12 (centres undefined)	-16	48	4	40	48	12
O=NN(CCCl)C(=O)NC1CCC(CC(=O)O)CC1 (centres undefined)	-9	3	19	6	-7	-9
CCOC(=O)C1=NN(c2ccccc2)C(C(=O)OC)[C@@H]1C(=O)OC (some centres undefined)	2	42	9	-10	8	-19
[Cl][Bi]([O]c1ccccn1)[O]c1ccccn1	17	29	10	-2	-26	-13
CCCCCCCNCCCCCC	68	67	68	64	49	85*
CC(=O)OCC1OC(OC2C=C(O[Si](C)(C)C)C[C@H]3C(=O)C=CC(=O)[C@@H]23)C(OC(C)=O)C(OC(C)=O)C1OC(C)=O (some centres undefined)	4	15	59	59	55	31
CC(=O)c1c2c(cc3c1CC1(C3)Cc3cc4c(c(C(=O)O)c3C1)CCC4)CCC2 (centres undefined)	84*	84*	84*	80*	83*	90*
CN(C)N=Nc1cccc(Cl)c1	16	9	26	1	14	10
Cc1cc(N(CCC#N)CCC#N)ccc1/C(N=Nc1ccc([N+](=O)[O-])cc1)=N\NC(=O)c1cc(Cl)ccc1O	7	-26	19	9	9	-5
Cc1c(Cl)nc(-c2ccccc2)nc1C(=O)CCl	9	-34	22	0	4	70*
CON(C)c1nc(N)c(C#N)c(C#N)c1C#N	13	15	4	-24	7	3
COc1ccc(C(=O)c2ccccc2)c(OC(=O)Nc2ccc(Cl)cc2)c1	4	13	15	-3	17	15
CC(O)C(NS(=O)(=O)Cc1ccccc1)C(=O)O (centres undefined)	-27	31	-29	-8	-18	2
COc1ccc(CC2c3cc(OC)c(OC)cc3C=CN2C)cc1OC (centres undefined)	15	36	21	5	2	24

Structures above containing two or more sulfur atoms:
SMILES	cln2 rad14	bub3	yeast rad50	yeast mec2-1	mlh1 rad18	yeast sgs1 mgt1
COc1cc(CC2C(=O)OCC2C2(c3ccc4c(c3)OCO4)SCCCS2)cc(OC)c1OC (centres undefined)	28	3	10	8	27	0
O=S(O)OS(=O)O	0	19	-6	-19	-13	-16

Hits appear at their usual frequency (roughly 14% active in at least one column).
